# Compound activity: PubChem BioAssay, several laboratories
# FXIa inh 1536 – blocks human coagulation factor XIa protease activity. inhibition, % at 5 µM. P03951. purified FXIa, Boc-Glu-Ala-Arg-AMC fluorogenic substrate. hit rate 0.14% among 220,000. AID 798;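 active = inhibition of at least 40%; inactive = inhibition below 40%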;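 also: fluorescence of freed AMC excited at 355 nm; 0% = enzyme without compound and 100% = no enzyme blank; many of its hits are not listed in these tables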
# hK5 inh – inhibitors of human kallikrein 5; hit rate 0.59% among 210,000; inhibition, % at 5 µM; recombinant hK5, fluorogenic AMC substrate cleavage; AID 873;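 active = inhibition of 40% or more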;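 also: 0% = enzyme controls without compound and 100% = no-enzyme blanks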
# Target sequence (Q9Y337 67-293 limits assumed): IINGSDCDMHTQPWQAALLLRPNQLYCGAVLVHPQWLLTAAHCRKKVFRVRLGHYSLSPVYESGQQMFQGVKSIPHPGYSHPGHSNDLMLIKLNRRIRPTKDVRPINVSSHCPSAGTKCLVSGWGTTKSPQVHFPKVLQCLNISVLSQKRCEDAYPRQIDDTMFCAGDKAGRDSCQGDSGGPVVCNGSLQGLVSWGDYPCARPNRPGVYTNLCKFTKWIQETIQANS
# FXIIa inh 1536 – inhibitors of human coagulation factor XIIa | purified FXIIa, Boc-QGR-AMC fluorogenic substrate, 2 h | inhibition, % at 5 µM | hit rate 0.3% among 220,000 | AID 800; in the data active = inhibition above about 40%;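 also: 0% = enzyme with no compound and 100% = blank without enzyme; many of its hits are not listed in these tables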
# Runt-CBFb FRET – Runt domain-CBFb interaction inhibition | hit rate 0.46% among 220,000 | inhibition, % at 20 µM | AID 1496 | Q01196+Q13951 | Cerulean-Runt/Venus-CBFb FRET ratio 530/480, 1 h;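 active = inhibition over about 50% at 20 µM in the single-dose screen, limit read from the data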;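 also: 0% = DMSO wells and 100% = excess unlabeled CBFb competitor control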
#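 Doses: 20 µM compound in 1% DMSO | Material: Cerulean-labeled Runt domain protein | Amount: Each fluorescent fusion protein 100 nM | Schedule: Two 1 h room-temperature incubations shielded from light | Measured by: FRET fluorescence | Evaluation: Loss of energy transfer signal | Controls: Unlabeled CBFb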
# Runt-SMMHC FRET – blocks binding of human RUNX1 Runt domain to CBFb-SMMHC; Cerulean-Runt/Venus-CBFb-SMMHC FRET ratio 530/480, 1 h; inhibition, % at 20 µM; hit rate 0.74% among 220,000; AID 1434;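 active = mean inhibition across duplicate retests at 20 µM reaching about 50%, limit read from the data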;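 also: 0% = DMSO wells and 100% = wells with excess untagged CBFb-SMMHC; inhibitors lower the FRET ratio by blocking Runt binding to CBFb-SMMHC; some results filed as inactive read as strong as hits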
# Wee1 stabilizer – human Wee1 degradation inhibition, primary screen; P30291; HeLa Luc-Wee1K328M stability, luciferase luminescence; 100% = proteasome inhibitor MG132 effect; reporter increase, % at 5 µM; hit rate 1.2% among 220,000; AID 1321;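 active = activation above the mean of all tested compounds plus 3 SD, set per screening run, cut at about 8.8% in these data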;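 also: cells exposed to compound for 20 h before luminescence read; 0% = DMSO alone and 100% = MG132 at 30 µM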
# Target sequence (P30291 whole entry K328M): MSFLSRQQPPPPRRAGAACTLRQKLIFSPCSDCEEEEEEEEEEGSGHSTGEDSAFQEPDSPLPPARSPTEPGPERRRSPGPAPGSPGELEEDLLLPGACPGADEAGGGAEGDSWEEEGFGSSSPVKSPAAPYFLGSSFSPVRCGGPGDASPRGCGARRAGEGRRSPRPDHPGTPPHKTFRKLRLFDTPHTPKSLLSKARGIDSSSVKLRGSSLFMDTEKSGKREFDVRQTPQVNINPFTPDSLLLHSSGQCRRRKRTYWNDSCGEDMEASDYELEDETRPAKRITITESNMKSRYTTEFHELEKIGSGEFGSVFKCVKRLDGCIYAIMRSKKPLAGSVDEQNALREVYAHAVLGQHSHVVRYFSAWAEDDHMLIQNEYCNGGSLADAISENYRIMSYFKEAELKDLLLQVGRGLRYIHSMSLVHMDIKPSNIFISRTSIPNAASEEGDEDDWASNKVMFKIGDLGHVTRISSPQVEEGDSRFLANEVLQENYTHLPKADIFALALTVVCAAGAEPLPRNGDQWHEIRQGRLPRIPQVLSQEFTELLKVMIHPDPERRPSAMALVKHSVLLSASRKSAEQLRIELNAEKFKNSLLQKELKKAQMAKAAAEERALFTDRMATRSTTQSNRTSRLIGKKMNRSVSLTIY
# 14-3-3 Bad PPI – disrupts binding of bovine 14-3-3 zeta to phospho-Bad peptide; hit rate 0.71% among 220,000; P63103; AID 781; inhibition, % at 21.7 µM; TR-FRET 14-3-3zeta/Dy647-pBad peptide displacement, 1 h;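 active = inhibition above about 70%, limit read from the data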;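 also: 0% = full 14-3-3 plus peptide FRET controls and 100% = background without 14-3-3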
# Hck Nef HTS – blocks Nef-activated human Hck kinase | Recombinant Hck-YEEI plus Nef, Z-Lyte FRET kinase assay | inhibition, % at 20 µM | hit rate 0.68% among 220,000 | AID 463187;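 active = Hck-Nef kinase inhibition above about 50%, limit read from the data; inactive = inhibition below that limit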;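 also: 0% = DMSO with Hck plus Nef and 100% = Hck alone without Nef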
# Thrombin inh – blocks human thrombin protease activity; alpha-thrombin, Boc-VPR-AMC fluorogenic substrate cleavage; hit rate 0.26% among 220,000; inhibition, % at 5 µM; AID 1046;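 active = inhibition at or above 40%; inactive = inhibition below 40%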;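 also: 0% = enzyme with no compound and 100% = wells without enzyme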
#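 Test system: human alpha-thrombin; medium: pH 7.5 Tris-saline with Tween 20; times: reaction at room temperature; signal: AMC fluorescence at 355 nm excitation and 460 nm emission; also added: Boc-VPR-AMC substrate, 15 µM final; dosing: one concentration per compound, 5 µM, with 0.2% DMSO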
# * marks the source's active call; other numbers are inactive results; · = no result given; [ ] = dose if it differs, or a comment.
SMILES,FXIa inh 1536,hK5 inh,FXIIa inh 1536,Runt-CBFb FRET,Runt-SMMHC FRET,Wee1 stabilizer,14-3-3 Bad PPI,Hck Nef HTS,Thrombin inh
O=C(Nc1ccc(O)c2c(=O)cc(-c3ccccc3Cl)oc12)c1cccc(Cl)c1,4,-5,15,0,3,-3,4,-2,4
CN(C)c1ccc(NC2=C([N+](=O)[O-])CS(=O)(=O)C2)cc1,2,-25,-3,2,-1,-1,-9[fluorescence artefact?],7,-8
O=C(Cc1cccc2ccccc12)N/N=C/c1ccc(O)c([N+](=O)[O-])c1,2,1,9,-1,-5,-1,-8,25,-7
CCCS(=O)(=O)n1nc(-c2ccc(OC)cc2)cc1N,4,-1,13,2,5,1,7,2,3
CC1(C)CC(=O)C2=C(C1)Nc1ccccc1NC2,-2,-7,-2,-28,87*,-1,-7,25,0
CN1CCCCC1CCN1c2ccccc2Sc2ccc(S(C)=O)cc21 (centres undefined),·,·,·,0,-1,-1,5,·,·
O=C(/C=C/c1ccccc1)Nc1cc(S(=O)(=O)N2CCOCC2)ccc1N1CCCC1,-10,4,4,-2,5,-1,0,1,-4
CCCN1CCOC(CC(=O)Nc2ccc([N+](=O)[O-])cc2)C1=O (centres undefined),0,-3,11,4,3,0,-13,23,-2
Cc1c(NC(=O)CSc2cccc3cccnc23)c(=O)n(-c2ccccc2)n1C,-10,2,0,2,2,-2,8,2,-6
C=CCNC(=S)/N=c1\sccn1C,-7,0,9,-1,-4,-2,6,-1,-6
Oc1csc(Cc2nc(-c3ccc4ccccc4c3)cs2)n1,3,-12,10,-10,-20,7,5,1,12
CC(C)(C)NC(=O)c1cc(F)c(F)cc1Cl,4,-8,5,1,-7,-1,0,0,-6
COCCNCc1nc2sc(C)c(-c3ccccc3)c2c(=O)[nH]1,-4,-9,2,-1,0,-3,-3,8,-7
COc1ccc(/C(C)=N/NS(=O)(=O)c2cc(C)ccc2C)c(OC)c1,-4,-9,3,2,0,0,-17,14,1
CCOc1ccc(/C=N/NC(=O)CNC(=O)c2ccc(S(=O)(=O)N3CCOCC3)cc2)cc1,-3,-1,7,0,-2,1,-8,16,-1
CCOC(=O)C1CCN(CC(=O)Nc2c(C(=O)OC)[nH]c3ccccc23)CC1,4,-28,18,2,4,2,-10[fluorescence artefact?],3,4
CCN1C(=O)/C(=C\N2CCCCCC2)SC1=S,2,5,18,1,6,1,-5,1,3
Cc1cc(NC(=O)c2cc(C(C)(C)C)oc2C)no1,-3,-4,5,0,-1,-4,-7,10,-7
COc1ccc2c(CC(=O)Nc3nnc(C4CC4)s3)coc2c1,-6,2,1,-16,-18,3,5,0,-4
COc1ccc(/C=N/NC(=O)c2c([N+](=O)[O-])c(C)nn2C)cc1,8,-12,8,2,3,-2,3,2,-3
COc1cccc(Nc2nc3ccc(OC)cc3s2)c1,-2,0,3,-1,-4,5,-13,22,10
C/C=C/C=N/Nc1nc(-c2ccc([N+](=O)[O-])cc2)cs1,4,-2,5,4,-3,0,6,2,-6
Nc1c2c(nc3sc4c(c13)CCCCC4)CCCCC2,8,-5,7,2,1,4,-6[fluorescence artefact?],3,-1
COC(=O)c1ccc(COc2ccccc2/C=N/O)o1,2,3,3,-2,-1,0,4,10,0
Cc1ccc(C(=O)/C=C2/NC(=O)CS2)cc1,8,-8,14,-2,0,3,1,3,6
CNC(=O)c1ccc2c(c1)nnn2C,5,-8,8,-3,2,-1,17,5,-5
CCC(=O)NC(=S)Nc1ccccc1C(=O)NC1CCCCC1,6,-5,14,0,-1,-2,-4[fluorescence artefact?],-1,1
CCN(CC)S(=O)(=O)c1ccc(NC(=O)c2ccc(NS(C)(=O)=O)cc2)cc1,-3,-16,11,0,4,0,0,-26,-5
CCOC(=O)C1CCN(C(=S)Nc2ccc(CC)cc2)CC1,-2,7,5,-1,2,0,-14,18,-15
O=C(CSc1ccc(-c2ccc(F)cc2)nn1)N1CCOCC1,-6,-16,1,-2,-2,1,0,3,-2
Cn1c(=O)[nH]c(=O)c2c1nc(N1CCCCC1)n2CCCSc1nnnn1-c1ccccc1,-8,14,3,-4,-4,0,-10,-2,-15
Cc1ccccc1OCC(=O)Nc1ccc(N2CCN(S(C)(=O)=O)CC2)cc1,3,-14,18,-2,-4,4,-3,0,-1
CCC(C)NCCOCCOc1ccc(C)cc1Br (centres undefined),19,1,20,0,-5,0,43,2,4
Cn1cc(/C=N\NC(=O)c2cccs2)c2ccccc21,-6,-4,5,1,0,1,-10,19,7
COc1ccc(C(=O)NNC(=O)CSc2nnc(COc3ccccc3OC)n2C)cc1,-6,-12,-1,1,3,-2,-1,-11,-4
Cc1n[nH]c(=O)nc1NCCN(C)C,2,-3,15,1,-14,3,-11[fluorescence artefact?],1,4
Cn1c(C(=O)NCCCN2CCCCC2)cc2sccc21,-8,4,2,-1,-1,-1,-3,1,-7
CC1(C)OC(=O)N(CC(=O)Nc2cccc(C(F)(F)F)c2)C1(C)O (centres undefined),-5,-3,6,0,2,0,-9,20,-4
Fc1ccc(CSc2nc3ncccc3[nH]2)cc1,4,4,13,102*,110,6,7,-1,5
COc1ccc(C)cc1NC(=O)C(OC(=O)c1cccc(S(=O)(=O)N(C)c2ccccc2)c1)c1ccccc1 (centres undefined),0,-16,1,1,8,1,2,4,-15
CN(C)C(CNC(=S)Nc1cccc(Cl)c1)c1ccccc1 (centres undefined),-3,-6,4,·,5,1,-5,-17,0
O=C(c1cccs1)N1CCN(c2ncc(Br)cn2)CC1,-1,-4,2,-2,0,-2,-2,4,0
COc1ccc(N2C(=O)C3C(C2=O)C2C=CC3C23CC3)c(OC)c1 (centres undefined),-8,2,0,2,2,2,-1,-2,-5
Cc1ccc(-n2c(C)nc3c(cnn3-c3ccc(F)cc3)c2=O)cc1C,5,6,13,-4,-2,0,6,1,1
Cc1c(C(=O)NCCSCc2c(Cl)cccc2Cl)cccc1[N+](=O)[O-],-4,16,5,-1,-3,0,-4[fluorescence artefact?],0,-5
CCOC(=O)c1c(NC(=O)Cn2nc(C(F)F)cc2C(F)F)sc(C)c1C,-6,-17,14,-4,1,1,-5,-15,4
CN(C)c1ccc(N=Cc2nc(-c3ccccc3)oc2OC(=O)c2cccc(Br)c2)cc1,6,-8,14,-48,-143,4,4,-2,-3
Cn1c(-c2cnn(-c3ccccc3)c2-n2cccc2)n[nH]c1=S,-8,-8,0,5,8,4,-5,-5,-2
O=C(NCCCN1CCOCC1)c1csc2c1CCCC2,-5,-4,6,-1,-7,1,-19,2,-3
Cn1c(=O)c2[nH]c(N=NNc3ccccc3F)nc2n(C)c1=O,2,1,10,0,-5,2,0,-6,-1
COc1ccc(NC(=S)NCCC2=CCCCC2)cc1OC,-2,·,2,2,0,-2,0,-6,-8
COc1ccc(OC)c(C2=NOC(C(=O)N3CCCc4ccccc43)C2)c1 (centres undefined),6,-2,16,-2,-5,2,-6,1,3
CCc1cccc(C)c1NC(=O)N(C)C1CCCCC1,-10,14,1,1,0,2,1,-2,-4
COc1cccc(NC(=O)CCc2nc(-c3ccccc3F)no2)c1,2,-6,5,1,1,-2,-9,2,0
Cc1cc2nn(-c3cccc4ccccc34)nc2cc1NC(=O)c1cccs1,9,-11,10,3,1,5,-18,-11,2
CC1(C)OC1COc1c2ccoc2cc2oc(=O)ccc12 (centres undefined),-2,-3,4,5,8,1,1,23,-4
CCOc1ccc(C2=NNC(c3cccnc3)=Nc3ccc(OC)cc32)cc1,-7,1,6,6,1,-1,1,22,-4
CCOC(=O)C(C)Oc1cccc2c(=O)n(CC(=O)NCc3ccco3)ccc12 (centres undefined),-1,-24,11,1,2,0,1,22,-3
O=C(NNc1c2ccccc2nc2ccccc12)c1cccc(O)c1,17,3,3,22,35,1,-17[fluorescence artefact?],1,10
O=S(=O)(N1CCCCC1)N1CCN(c2ccccc2F)CC1,15,6,48*,0,0,1,-2,1,1

# 2 consecutive entries from above, quoted:
SMILES,FXIa inh 1536,hK5 inh,FXIIa inh 1536,Runt-CBFb FRET,Runt-SMMHC FRET,Wee1 stabilizer,14-3-3 Bad PPI,Hck Nef HTS,Thrombin inh
O=C(NNc1c2ccccc2nc2ccccc12)c1cccc(O)c1,17,3,3,22,35,1,-17[fluorescence artefact?],1,10
O=S(=O)(N1CCCCC1)N1CCN(c2ccccc2F)CC1,15,6,48*,0,0,1,-2,1,1

# Continued:
SMILES,FXIa inh 1536,hK5 inh,FXIIa inh 1536,Runt-CBFb FRET,Runt-SMMHC FRET,Wee1 stabilizer,14-3-3 Bad PPI,Hck Nef HTS,Thrombin inh
COc1ccc(CC(=O)Nc2ccc(-c3nc4cc(C)ccc4o3)c(O)c2)cc1OC,-11,-6,-19,0,1,-1,53,17,-7
OC1CCNC(=S)N1c1ccccc1 (centres undefined),2,-2,2,-1,2,-2,-8,17,-5
Cc1ccc(N(CC(=O)Nc2cc(C)cc(C)c2)S(=O)(=O)c2cccc3nonc23)cc1,-16,7,16,3,2,3,10,3,2
COc1ccc(C2=Nn3c(nnc3-c3ccco3)SC2)cc1,0,-17,-5,0,-4,1,20[fluorescence artefact?],3,-11
CCc1ccc(/C=C2\CN(CC)Cc3c2nc2ccccc2c3C(=O)O)cc1,2,-11,13,-33,-215,-2,59,-1,1
O=c1c(Cl)c(O)c2cccc3c4ccccc4n1c23,2,-8,5,50,36,2,28,11,-2
CCCNc1nc(C)cc(-c2cc(-c3ccccc3)on2)n1,-4,-4,-2,0,5,·,0,25,-8
COC(=O)Nc1ccc(S(=O)(=O)Nc2ccccc2F)cc1,3,-23,8,-2,-2,1,-5,0,2
S=c1nc(-c2ccccc2)n(CCCN2CCOCC2)c2c1CCCC2,6,-9,10,0,0,2,-5,0,-7
COc1ccc(-c2[nH]ncc2CN(C)Cc2cccnc2)c(F)c1,-2,0,3,0,-4,1,-8,27,-10
Cc1ccc(C(C(=O)NC2CCCCC2)N(Cc2ccco2)C(=O)Cc2c[nH]c3ccccc23)o1 (centres undefined),-9,-6,6,0,4,-1,-10,-1,-12
COc1ccc(-c2nc(CSCC(=O)NCc3ccc4c(c3)OCO4)c(C)o2)cc1,1,0,-21,3,2,-1,0,2,1
FC(F)(F)c1cccc(NC(=S)N2CCN(c3cccc(C(F)(F)F)c3)CC2)c1,3,-21,13,30,-6,0,-8[fluorescence artefact?],1,-2
CC(=O)CSc1nc(N)c(C#N)c(-c2cccs2)c1C#N,4,-26,7,0,-2,-1,-5,0,3
COc1ccc(CNC(=O)CN(Cc2ccc(Cl)cc2)S(=O)(=O)c2ccccc2)cc1,-14,-12,5,-1,0,-2,-4,1,2
O=C(NNC(=S)NC1CCCCC1)c1sc2ccccc2c1Cl,23,-93,24,-5,0,-1,13[fluorescence artefact?],10,-3
